Source: PubChem BioAssay (several laboratories)
DUSP3 inh: DUSP3 (human) phosphatase inhibition; P51452; recombinant VHR phosphatase, pNPP absorbance; inhibition, % at 13.3 µM; 0.52% of 290,000 active; in the data active = inhibition above about 50%; note: some compounds called inactive have numbers as strong as hits
Target sequence (P51452 whole entry, looked up): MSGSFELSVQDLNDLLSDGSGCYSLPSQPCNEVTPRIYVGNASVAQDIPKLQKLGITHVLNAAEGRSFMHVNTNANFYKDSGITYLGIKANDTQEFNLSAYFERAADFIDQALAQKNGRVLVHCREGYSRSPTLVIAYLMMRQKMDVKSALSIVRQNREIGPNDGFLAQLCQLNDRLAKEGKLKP
PrPC surface inh: cell surface PrPC inhibition, primary TR-FRET screen; TR-FRET read-out; inhibition, % at 13.8 µM; 0.43% of 370,000 active; in the data active = inhibition above about 24%; note: 0% = median of the test wells and 100% = reference compound wells
BoNT F protease: inhibitors of Botulinum neurotoxin F light chain protease. Multiplex microsphere protease cleavage assay, flow cytometry. inhibition, % at 10 µM. 0.22% of 360,000 active. AID 588497; in the data active = inhibition above about 35%, passing the limit was not always enough; inconclusive = no clear call, values can overlap the other calls; note: plate controls were buffer without enzyme for full effect and enzyme alone for no effect
CCHF vOTU inh: CCHFV vOTU protease inhibition; inhibition, % at 11.5 µM; Pep-AMC fluorescence; 0.55% of 370,000 active; in the data active = inhibition above about 30%; note: 0% = vehicle wells with enzyme and 100% = no enzyme wells
BoNT-A LC inh2: blocks Botulinum neurotoxin A light chain protease; multiplex microsphere protease substrate cleavage, flow cytometry; inhibition, % at 10 µM; 0.17% of 360,000 active; note: plate controls were buffer without enzyme for full effect and enzyme alone for no effect
PriA SSB inh: blocks PriA binding to SSB C-terminal tail | AlphaScreen SSBct-PriA binding, biotinylated peptide | inhibition, % at 33 µM | 0.6% of 430,000 active | AID 1272365; in the data active = inhibition mostly above about 37%, no sharp cut-off; inactive = mostly below about 20%;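 note: plate controls were negative control peptide for no effect and reference peptide for full effect; strong numbers were not always called active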
MazF activator: increases E. coli MazEF RNase cleavage of RNA; P0AE70; FAM/BHQ RNA-DNA oligo cleavage fluorescence, 5 h; activation, % at 20 µM; 0.32% of 350,000 active; in the data active = activation above about 50%
SARS 3CLpro inh: SARS-CoV 3CLpro protease inhibition; P0C6X7; AID 1706; 0.14% of 290,000 active; inhibition, % at 6 µM; recombinant SARS-CoV 3CLpro, quenched FRET peptide cleavage; in the data active = inhibition above about 12%
Rv3671c inh: inhibitors of M. tuberculosis serine protease Rv3671c | P9WHR9 | inhibition, % at 5.96 µM | 0.048% of 320,000 active; in the data active = inhibition above about 38%;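 note: extracellular domain of Rv3671c used as enzyme; 0% = enzyme with DMSO and 100% = no enzyme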
Anthrax LF prot: anthrax lethal factor protease inhibition. P15917. 0.12% of 360,000 active. multiplex microsphere protease cleavage assay, LF. AID 588501. inhibition, % at 10 µM; note: plate controls were buffer without enzyme for full effect and enzyme alone for no effect
Target sequence (P15917 whole entry, looked up): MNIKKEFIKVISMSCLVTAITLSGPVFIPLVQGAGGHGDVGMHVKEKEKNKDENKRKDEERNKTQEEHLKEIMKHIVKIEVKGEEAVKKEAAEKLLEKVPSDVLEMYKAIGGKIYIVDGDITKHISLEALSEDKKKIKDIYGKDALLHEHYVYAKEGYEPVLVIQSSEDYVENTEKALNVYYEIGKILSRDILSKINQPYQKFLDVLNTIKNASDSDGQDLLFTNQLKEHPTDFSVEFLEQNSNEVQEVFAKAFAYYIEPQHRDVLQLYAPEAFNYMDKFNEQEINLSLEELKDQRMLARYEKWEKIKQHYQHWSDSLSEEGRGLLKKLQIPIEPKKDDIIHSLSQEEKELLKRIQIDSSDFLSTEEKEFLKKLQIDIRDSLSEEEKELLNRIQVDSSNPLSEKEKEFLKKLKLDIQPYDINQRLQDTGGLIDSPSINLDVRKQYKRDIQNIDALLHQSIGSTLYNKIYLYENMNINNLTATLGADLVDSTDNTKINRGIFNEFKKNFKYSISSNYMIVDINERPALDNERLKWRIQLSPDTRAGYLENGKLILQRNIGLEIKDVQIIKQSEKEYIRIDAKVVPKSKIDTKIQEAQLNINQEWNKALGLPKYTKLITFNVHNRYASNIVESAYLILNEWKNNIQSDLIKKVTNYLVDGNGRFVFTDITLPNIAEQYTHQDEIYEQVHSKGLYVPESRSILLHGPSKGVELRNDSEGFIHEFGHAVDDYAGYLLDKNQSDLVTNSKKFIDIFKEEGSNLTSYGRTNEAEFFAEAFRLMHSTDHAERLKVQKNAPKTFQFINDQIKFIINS
* = called active by the depositor; ? = inconclusive; . = not tested or not shown. Cut-off read from the data, not from the text of the source, unless noted: active = inhibition above about 30%; inconclusive = no clear call, values can overlap the other calls; inactive = below that. Not all compounds are listed, so the mix of outcomes need not match the whole.

SMILES	DUSP3 inh	PrPC surface inh	BoNT F protease	CCHF vOTU inh	BoNT-A LC inh2	PriA SSB inh	MazF activator	SARS 3CLpro inh	Rv3671c inh	Anthrax LF prot
Cc1cccc(N(CC(O)CON=C2c3ccccc3-c3ccccc32)S(C)(=O)=O)c1 (centres undefined)	-16	-1	4	12	0.3	-25	-5	11	-25	0
CCOc1cccc(NC(=O)/C(C#N)=C\c2cn(CC(=O)O)c3ccccc23)c1	0	-1	10	12	-3.9	-1	-5	4	-4	8
Cc1ccc(CNC(=O)C(=O)NCC2OCCN2S(=O)(=O)c2ccc(Br)cc2)cc1 (centres undefined)	14	7	-2	15	-2.9	-4	-1	6	2	-4
CC(C)C(c1nnnn1CC1CCCO1)N1CCN(Cc2ccc3c(c2)OCO3)CC1 (centres undefined)	-12	-1	-5	-9	0.9	-14	-2	-5	4	-3
Cc1csc(N(C(=O)Cc2ccccc2F)c2ccccc2)n1	7	0	-8	8	-1.4	-2	-6	-3	1	-2
COc1ccc(-c2cc(C(=O)NCC(C)C)no2)cc1	21	2	5	8	0.4	-9	-5	2	2	2
O=C(Cc1ccccc1[N+](=O)[O-])Nc1ccccc1C(=O)N1CCOCC1	22	-4	-5	-16	-0.8	-5	7	5	-3	2
O=S1(=O)C=C[C@H](COCc2ccccc2)N1	.	-4	-1	-4	-0.4	.	.	.	.	6
Cc1ccc(-c2nnc(Cc3ccc(Cl)cc3)o2)cc1	34	0	5	5	-0.7	-27	-2	1	-8	-1
CCC(C)NC(=O)C1CCC(CNS(=O)(=O)c2ccccc2)CC1 (centres undefined)	2	-4	6	-10	1.2	-7	1	-5	-11	9
Cn1c(OCc2cccnc2)nc2c1c(=O)n(Cc1ccc(F)cc1)c(=O)n2C	34	12	-4	6	-0.7	-14	-3	6	-3	-10
Cc1ccc(C(=O)N2CCN(c3cc4c(cc3[N+](=O)[O-])n(C)c(=O)n4C)CC2)cc1	11	-12	-4	15	-0.4	-16	2	3	2	-3

A section from the list above, as a working copy:
SMILES	DUSP3 inh	PrPC surface inh	BoNT F protease	CCHF vOTU inh	BoNT-A LC inh2	PriA SSB inh	MazF activator	SARS 3CLpro inh	Rv3671c inh	Anthrax LF prot
Cc1cccc(N(CC(O)CON=C2c3ccccc3-c3ccccc32)S(C)(=O)=O)c1 (centres undefined)	-16	-1	4	12	0.3	-25	-5	11	-25	0
CCOc1cccc(NC(=O)/C(C#N)=C\c2cn(CC(=O)O)c3ccccc23)c1	0	-1	10	12	-3.9	-1	-5	4	-4	8
Cc1ccc(CNC(=O)C(=O)NCC2OCCN2S(=O)(=O)c2ccc(Br)cc2)cc1 (centres undefined)	14	7	-2	15	-2.9	-4	-1	6	2	-4
CC(C)C(c1nnnn1CC1CCCO1)N1CCN(Cc2ccc3c(c2)OCO3)CC1 (centres undefined)	-12	-1	-5	-9	0.9	-14	-2	-5	4	-3
Cc1csc(N(C(=O)Cc2ccccc2F)c2ccccc2)n1	7	0	-8	8	-1.4	-2	-6	-3	1	-2
COc1ccc(-c2cc(C(=O)NCC(C)C)no2)cc1	21	2	5	8	0.4	-9	-5	2	2	2

Later entries
SMILES	DUSP3 inh	PrPC surface inh	BoNT F protease	CCHF vOTU inh	BoNT-A LC inh2	PriA SSB inh	MazF activator	SARS 3CLpro inh	Rv3671c inh	Anthrax LF prot
Cc1cc(C)cc(OCC(=O)N2CCCCCC2)c1	-1	-4	5	-13	?	-11	1	-3	8	-6
CC(NCC(=O)Nc1ccccc1C(=O)NC1CC1)c1ccccc1Cl (centres undefined)	.	1	1	10	0.3	-15	7	.	3	-7
Cc1ccc(N2CCN(S(=O)(=O)N(C)C)CC2)cc1C	-5	5	0	-10	0.8	-4	2	0	-4	-8
O=C(CNC(=S)N(CCCN1CCOCC1)Cc1cccs1)NC1CCCCCCC1	-10	-6	10	7	0.8	9	3	-1	8	-5
CC1CCC2(CC1)NC(=O)N(CC(=O)Nc1ccc3c(c1)OCCO3)C2=O (centres undefined)	23	1	17	0	0.9	-1	3	0	2	-8
Cc1nc(N)ncc1C(=O)Nc1ccccc1	12	-1	-2	2	0.7	-3	-19	1	3	-4
CCCCn1c(N)c(N(CC(C)C)C(=O)c2cc(S(=O)(=O)N3CCCCC3)ccc2C)c(=O)[nH]c1=O	.	0	16	-5	6.2	0	-3	.	3	7
CC(=O)c1cnc2c(-c3cccc(Br)c3)cnn2c1C	-10	3	-2	-1	-0.7	-25	3	5	2	-2
COc1ccccc1C(=O)NC(CCSC)C(=O)N1CCC(Cc2ccccc2)CC1 (centres undefined)	.	-1	?	12	4.4	7	-5	.	-1	-4
COc1ccc(C(c2nnnn2C2CCCC2)N2CCC(C)CC2)cc1 (centres undefined)	-1	-1	-1	13	0.1	-11	6	0	-2	-3
O=C(O)CCC(=O)N1CCN(S(=O)(=O)c2ccc3ccccc3c2)CC1	30	-4	2	-18	-0.5	-9	-9	2	3	-4
O=C(Nc1ccccc1)c1cc(S(=O)(=O)N2CCOCC2)cs1	16	5	-16	-13	0.0	10	2	4	-6	1
CCc1ccc(NC(=S)Nc2ccc3cn[nH]c3c2)cc1	2	-6	-14	22	-0.5	1	0	4	3	2
CCOC(=O)C1=C(C)N=c2s/c(=C\c3ccc(OCC(=O)O)c(OC)c3)c(=O)n2C1c1ccc(OC)cc1 (centres undefined)	-7	-9	-4	2	2.0	.	-18	1	-10	10
COCCN(C(=O)CCc1ccc(OC)cc1)c1nnc(-c2ccncc2)s1	6	-3	2	5	0.6	14	11	3	1	-1
COc1ccc(C(=O)N2CCCC(c3nc(-c4ccc(C)o4)no3)C2)cc1OC (centres undefined)	16	0	10	0	2.4	-2	1	5	-6	12
CC1CC(C)CN(S(=O)(=O)c2ccc(Oc3ccc([N+](=O)[O-])cc3)cc2)C1 (centres undefined)	21	2	6	-10	0.4	35	-1	-1	-5	4
CC(=O)c1ccc(N2CCN(C(=S)Nc3cc(C)ccc3C)CC2)cc1	-36	-5	0	5	-0.3	-14	-8	4	3	-1
COc1cc(CN2CCCC(C(=O)c3ccc(C(C)(C)C)cc3)C2)cc(OC)c1O (centres undefined)	2	-14	20	8	-1.6	19	4	-1	7	5
O=C(COC(=O)/C=C/c1cccc(F)c1)NC1CCCCCC1	.	-1	-2	-6	1.0	3	6	.	-11	1
Cc1ccc(NC(=O)/C(Cl)=C/c2ccccc2)cc1C	15	8	-9	15	-0.6	-15	-7	1	-16	0
O=C(NCc1cccc(OC(F)(F)F)c1)c1cccc2c1C(=O)c1ccc(-c3ccc(F)cc3OCc3ccccc3)cc1S2(=O)=O	.	0	-5	5	0.2	-10	-2	.	-17	1
Cc1nc2ccccc2c(=O)n1NC(=O)c1ccc([N+](=O)[O-])cc1	4	-6	-6	11	-0.6	-20	-27	-2	14	-2
CCNC(=O)N(CCOC)CC1CCCN(C2Cc3ccccc3C2)C1 (centres undefined)	38	-8	-19	6	-1.2	6	3	2	10	12
CCOc1ccc(-c2cc(CCCC(=O)NCc3ccco3)no2)cc1	16	7	-11	2	-0.6	-3	-3	1	0	-6
COc1ccc(C2C(CC(=O)O)=C(O)C(=O)N2c2ccccc2)cc1 (centres undefined)	-2	-11	4	-3	-1.0	14	0	1	-7	-2
O=C(Cc1csc(NC(=O)c2ccccc2)n1)NO	4	-1	-3	-16	0.4	-11	7	3	4	4
COc1cc(NC(=O)c2cccs2)c(C(=O)OCC(=O)c2cc(C)n(-c3ccccc3)c2C)cc1OC	7	-5	-3	-24	-0.3	-11	-16	-3	-4	-1
Nc1cc(Cl)ccc1C(=O)OCC(=O)NCc1cccs1	.	-2	-2	-47	1.7	-9	8	.	-5	-2
O=C(c1ccc(Cl)cc1)N1CCN(c2cccc3[nH]ccc23)CC1	41	0	0	-11	-0.5	14	-3	2	8	-4
Cc1ccccc1-c1nnc(SCC(=O)N(C)c2c(N)n(Cc3ccccc3)c(=O)[nH]c2=O)n1C	.	-2	-6	-20	-0.5	0	0	.	-1	1
O=C(COC(=O)Cc1ccccc1F)Nc1ccc2c(c1)OCO2	12	9	2	-4	1.3	-5	5	3	13	3
COc1cccc(CNC(=O)Cn2nc(-c3ccc(Cl)cc3)ccc2=O)c1	27	-6	-3	-4	-1.2	-3	-8	-6	4	-1
Cc1cccn2c(CNCCCOc3cccnc3)c(C(=O)N3CCOCC3)nc12	8	-6	-2	-11	0.1	2	1	-1	-1	-6
CC(C)CC(=O)CC1(O)C(=O)Nc2ccccc21 (centres undefined)	38	-2	2	-12	-0.4	-6	4	2	-3	7
CN1Cc2ccccc2-n2nncc2C1	.	-2	2	-5	-0.3	-14	3	.	.	-1
CCCCN(CC)C(=S)Nc1ccc2nc3n(c(=O)c2c1)CCCCC3	-4	0	4	10	1.2	-4	5	1	4	-3
CCc1ccc(/C=N/NC(=O)c2cc(C3CC3)nc3ccccc23)s1	8	11	2	19	-0.2	.	2	-3	2	-4
Cc1cc(C)n2c(SCc3ccc(C#N)cc3)nnc2n1	25	3	3	1	1.4	-2	6	-2	0	-2
NC(=O)CSc1nnc(C2CC2)n1Cc1ccccc1	15	4	-2	4	1.4	-18	3	-5	-2	-2
O=NN(Cc1cccnc1)C(=O)NC1CCCCC1	.	-4	-10	-7	-0.8	.	.	.	.	2
O=C1CCCN1c1ccc(S(=O)(=O)NCc2ccc(F)cc2)cc1	4	12	-1	13	-1.3	-1	8	-3	-6	-2
CCN(CC(=O)Nc1ccc(NC(C)=O)cc1)C(=O)CN1C(=O)NC(C)(c2ccc3ccccc3c2)C1=O (centres undefined)	.	2	-4	-6	-0.2	-11	1	.	.	-2
COC(=O)CSC(=S)N1C(C)CCCC1C (centres undefined)	28	9	1	12	0.5	-15	8	2	-1	0
COc1cccc(/C=C2\SC(=S)N(CCCC(=O)Nc3ccc(C(=O)O)cc3)C2=O)c1	30	0	6	-3	-0.5	-7	4	7	-21	2
CCOC(=O)C1CCCN(C(=O)c2cccc(S(=O)(=O)N(C)c3ccc(OC)cc3)c2)C1 (centres undefined)	.	7	.	5	.	1	-5	.	.	.
Cc1ccccc1OCC(=O)Nc1ccc2c(c1)C(=O)c1ccccc1C2=O	21	-2	-3	-15	0.1	-12	-5	0	14	1
O=C(c1cc(Cl)nc2ccccc12)N1CCN(S(=O)(=O)c2ccccc2[N+](=O)[O-])CC1	29	5	3	2	0.7	7	1	-9	-9	2
COC(=O)C1=C(c2ccccc2OCc2ccccc2)C[C@@H]2CC[C@H]1N2C(=O)NCc1ccc(F)cc1	.	1	7	3	1.1	-11	3	.	-7	-5
O=[N+]([O-])c1ccc(SNc2ccccc2)c([N+](=O)[O-])c1	.	-23	2	6	0.4	28	10	.	.	-2
COc1ccc(N2CC(NC(=O)NC(C)(C)C)CC2=O)cc1 (centres undefined)	12	4	-1	1	-0.4	-3	5	5	2	0
CN(C)/C(=N\S(=O)(=O)c1ccccc1)c1ccccc1	1	-8	-11	0	-2.4	.	2	-7	-1	0
COc1ccc(/C=C2\S/C(=N/S(=O)(=O)c3cccs3)NC2=O)cc1	30	-1	-2	15	-1.5	.	-3	5	-10	7
CC(CC(=O)N1CCN(c2ccccc2)CC1)S(=O)(=O)c1ccc2c(c1)NC(=O)CS2 (centres undefined)	-7	3	-6	12	-1.6	-6	4	-5	-3	-3
O=C(Nc1ncnc2c1CCC2)C12CC3CC(CC(C3)C1)C2	23	7	-10	4	-1.6	-7	1	-8	-4	-6
Cc1ccc(C2=N/C(=C\c3ccc(F)cc3)C(=O)N2)cc1	.	6	6	10	-0.5	-4	17	.	-3	-1
CC(=O)Oc1ccc(C(=O)NCc2ccc3c(c2)OCO3)cc1	12	5	?	-15	?	-16	-6	1	-3	0
Cc1cccc(C)c1NC(=O)C1c2ccccc2OCC(=O)N1C1CC1 (centres undefined)	.	10	4	17	-0.3	.	.	.	.	1
COc1cc(OC)c(C(=O)OCC(=O)Nc2c(C)n(C)n(-c3ccccc3)c2=O)cc1OC	.	-4	3	-2	1.9	-13	1	.	-2	-5
CC(=O)Nc1ccc(NS(=O)(=O)c2cn(C)c(=O)n(C)c2=O)cc1	2	5	-7	7	0.3	-2	-18	-1	1	-8
